Bioassay records deposited in PubChem by several laboratories.
S1P4 agonist: S1P4 receptor agonists, primary screen, cell-based; Sphingosine 1-phosphate receptor 4 (Homo sapiens), O95977; S1P4-expressing cell line, agonist reporter assay; activation, % at 4.98 µM; 0.35% of 220,000 active; in the data active means activation above about 11%;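 further: 0% = DMSO vehicle and 100% = reference agonist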
p97 ATPase inh: inhibitors of human p97 ATPase, primary screen, biochemical; Transitional endoplasmic reticulum ATPase (Homo sapiens), P55072; recombinant p97 ATPase, Kinase-Glo ATP luminescence, 3 h; inhibition, % at 8 µM; 0.42% of 220,000 active; AID 1481, 2009; in the data active means inhibition above about 15%;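 further: 0% = DMSO vehicle and 100% = wells lacking enzyme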
Target sequence (P55072 whole entry, looked up): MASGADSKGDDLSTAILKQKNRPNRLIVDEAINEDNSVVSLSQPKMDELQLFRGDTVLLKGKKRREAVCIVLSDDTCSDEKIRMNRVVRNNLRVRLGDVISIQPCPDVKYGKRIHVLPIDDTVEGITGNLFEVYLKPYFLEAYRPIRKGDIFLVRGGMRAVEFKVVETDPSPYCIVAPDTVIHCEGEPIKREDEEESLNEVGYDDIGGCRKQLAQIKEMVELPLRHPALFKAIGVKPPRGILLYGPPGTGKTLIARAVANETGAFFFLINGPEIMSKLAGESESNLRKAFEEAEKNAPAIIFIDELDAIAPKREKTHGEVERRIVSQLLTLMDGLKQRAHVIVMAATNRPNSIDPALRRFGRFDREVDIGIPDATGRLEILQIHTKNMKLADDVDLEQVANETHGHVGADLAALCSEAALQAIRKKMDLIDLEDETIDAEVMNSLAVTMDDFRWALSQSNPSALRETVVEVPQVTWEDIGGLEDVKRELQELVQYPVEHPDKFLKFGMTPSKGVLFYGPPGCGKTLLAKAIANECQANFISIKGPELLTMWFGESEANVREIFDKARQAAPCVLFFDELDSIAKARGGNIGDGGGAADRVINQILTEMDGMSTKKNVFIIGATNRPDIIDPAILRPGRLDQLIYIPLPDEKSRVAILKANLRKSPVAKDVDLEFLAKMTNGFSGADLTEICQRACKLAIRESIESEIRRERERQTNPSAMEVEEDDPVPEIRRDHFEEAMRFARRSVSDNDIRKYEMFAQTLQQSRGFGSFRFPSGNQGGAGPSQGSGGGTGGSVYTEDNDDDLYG
NPY-Y1 antag: NPY-Y1 receptor antagonists, primary screen, cell-based; Neuropeptide Y receptor type 1 (Homo sapiens), P25929; HEK293-CNG Y1 cells, membrane potential fluorescence; NPY at EC95, then isoproterenol; inhibition, % at 3.6 µM; 1% of 200,000 active; AID 1040, 2008;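 active means inhibition above the campaign mean inhibition of all tested compounds plus 3 SD, cut at about 20% in these data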;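 further: 0% = DMSO wells given NPY plus isoproterenol and 100% = isoproterenol alone without NPY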
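Test system – HEK293 Y1/CNG channel cell line · Also added – NPY agonist 25 nM, then isoproterenol 1 µM plus Ro 20-1724 25 µM · Compound dosing – one concentration, 3.6 µM, in 0.4% DMSO · Schedule – compound incubation 1 h at room temperature, readout 45 min post-stimulation · Technique – fluorescence, membrane potential probe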
PGE2 EP2 inh: human EP2 receptor antagonists, primary screen, TR-FRET cAMP, C6 glioma cells; 0.52% of 260,000 active; Prostaglandin E2 receptor EP2 subtype (Homo sapiens), P43116; C6 glioma cells expressing human EP2; cells stimulated with saturating PGE2; inhibition, % at 25 µM;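 active means percent inhibition above 40 after rounding to a whole number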;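 further: rat C6 glioma host cells with rolipram phosphodiesterase inhibitor present; the protocol text gives 20 µM as final concentration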
NPY-Y2 PAM-ag: NPY-Y2 potentiators or agonists, primary screen, cell-based. 0.45% of 220,000 active. activation, % at 3.6 µM. AID 1359, 2008. cells expressing NPY-Y2, potentiator/agonist read-out. Neuropeptide Y receptor type 2 (Homo sapiens), P49146; in the data active means activation above about 27%;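 further: cells stimulated with NPY near EC25 plus isoproterenol at EC100; 0% = vehicle plus submaximal agonist and 100% = vehicle plus saturating agonist; some results beyond the cut were filed as inactive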
eIF4E-4G inh: eIF4E–eIF4G protein interaction inhibitors, primary screen, biochemical, uHTS, TR-FRET, eIF4GI fragment; TR-FRET eIF4E-eIF4GI(517-606) binding, 2 h; inhibition, % at 21.7 µM; 0.37% of 220,000 active;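 active means inhibition above about 30%, limit read from the data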;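 further: 0% = full FRET control wells and 100% = background wells lacking eIF4GI fragment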
EP2 modulator: EP2 receptor modulators, cAMP readout, primary screen, cell-based, HTRF cAMP, PGE2 stimulation. EP2-expressing cells, cAMP HTRF FRET, PGE2 co-stimulation. Prostaglandin E2 receptor EP2 subtype (Homo sapiens), P43116. 0.83% of 260,000 active. induction, % at 25 µM. AID 940, 2007;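 active means compounds whose cAMP rise, as percent of the full-agonist control response, exceeds 60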;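 further: rat C6 glioma line stably carrying human EP2 under a CMV promoter; the protocol text gives 20 µM as final concentration; 100% = response of wells given 1 µM PGE2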
NPY1 pot ag: NPY-Y1 receptor potentiators or agonists, primary screen, cell-based; NPY-Y1 expressing cells, potentiator/agonist activation; activation, % at 3.6 µM; 0.37% of 220,000 active; in the data active means activation above about 33%, passing the limit was not always enough;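 further: cells stimulated with NPY at EC10 then isoproterenol at EC100; 0% = low agonist plus stimulus and 100% = saturating agonist plus stimulus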
S1P4 antagonist: S1P4 receptor antagonists, primary screen, cell-based; S1P4-expressing cells, antagonist mode, reporter read-out; Sphingosine 1-phosphate receptor 4 (Homo sapiens), O95977; 0.26% of 220,000 active; inhibition, % at 4.98 µM; in the data active means inhibition above about 29%;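 further: 0% = wells stimulated with agonist and 100% = vehicle wells without agonist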
Active calls of the source: *; / = not tested or not shown; & = joins results of further samples; [ ] = another dose, or the depositor's remark. The list is partial, so the mix of outcomes need not match the whole.

Molecule	S1P4 agonist	p97 ATPase inh	NPY-Y1 antag	PGE2 EP2 inh	NPY-Y2 PAM-ag	eIF4E-4G inh	EP2 modulator	NPY1 pot ag	S1P4 antagonist
CC(C)S(=O)(=O)c1nsc2nc(=O)c(/C=C3\C=Nc4ccccc43)c(N)n12	1.2	11	3	4	-10	-3	-36	-20	-1
Nc1cc(=O)nc(SCC(=O)N(C2CCCCC2)C2CCCCC2)n1-c1ccccc1	0.0	0	0	2	3	1	36	20	-5
COc1ccc(-c2oc3ncnc(N)c3c2-c2ccccc2)cc1	0.3	4	0	5	2	22	60	5	9
COC(=O)c1sc(NC(=O)c2cccc([N+](=O)[O-])c2)c(C(N)=O)c1C	0.1	2	-3	8	3	3	-20	12	2
CCCc1nc2oc3c(=O)[nH]cnc3c2c2c1COC(C)(C)C2	0.8	12	/	7	-9	1	36	8	-29
Cc1cc(C)nc(NC(=O)c2c(-c3c(Cl)cccc3Cl)noc2C)n1	-0.3	4	-1	17	-1	2	13	17	3
O=C(/C=C/c1c(F)cccc1Cl)Nc1ncccn1	0.4	-4	1	8	-3	-3	-16	19	-9
COc1ccc(N2CCN(C(=O)CCN3C(=S)NC(C)(C)CC3C)CC2)cc1 (stereo unspecified)	-0.6	2	3	14	-1	3	15	7	-2
CC(=O)c1ccc(NC(=S)NNC(=O)c2ccncc2)cc1	-1.5	3	4	7	4	6[fluorescence artefact?]	6	0	-8
Cc1cc(NC(=O)CCC(=O)N(Cc2cccs2)C(C(=O)NC2CCCC2)c2ccccc2)no1 (stereo unspecified)	1.5	2	-1	16	-3	-2	26	-1	-11
CCC(=O)N1CCc2cc(S(=O)(=O)NC(C(=O)NC(C)c3ccccc3)C(C)C)ccc21 (stereo unspecified)	-2.9	-7	6	11	-18	1	1	19	-3
CCN(CC)CCOC(=O)c1ccc2c(c1)OCCO2	1.2	-1	-1	12	0	0	24	-17	0

Following part
Molecule	S1P4 agonist	p97 ATPase inh	NPY-Y1 antag	PGE2 EP2 inh	NPY-Y2 PAM-ag	eIF4E-4G inh	EP2 modulator	NPY1 pot ag	S1P4 antagonist
ClC(Cl)(c1nnnn1-c1ccccc1)c1nnnn1-c1ccccc1	1.0	6	2	81*	1	27	-42	-13	19
CCOC(=O)c1ccc(N2C(=O)CC(N3CCOCC3)C2=O)cc1 (stereo unspecified)	1.7	4	-3	11	-7	7[fluorescence artefact?]	-7	4	-12
COc1ccc(-c2cc(=O)n(-c3nc4ccccc4[nH]3)[nH]2)cc1	1.8	3	0	7	-1	-2	7	-11	-2
Nc1ccc(C(=O)Nc2cccc(N)c2)cc1	-0.8	2	/	3	2	-3	15	-4	1
O=C(c1ccc(N2CCCCC2)c([N+](=O)[O-])c1)N1CCN(c2ccccn2)CC1	-2.4	-8	8	4	-23	1	-8	-38	3
Clc1cccc(-c2csc(Nc3cccnc3)n2)c1	0.3	7	/	8	31	3	-4	32	7
COCCNC(=O)CN1C(=O)NC2(CCCCCC2)C1=O	2.0	-4	5	0	4	0	0	-6	-1
O=C(COc1ccc(Cl)cc1Cl)N/N=C1\CCCc2ccccc21	-0.6	-2	10	5	-13	1	10	-28	-1
COc1ccc(C(=O)N2CCC(n3c(C)nc4cc(F)ccc43)CC2)cc1OC	-0.8	2	-1	9&4	6	0	13&-21	9	-10
CC1CCN(C(=O)c2ccc(NS(=O)(=O)c3cccc4cccnc34)cc2)CC1	-0.8	0	/	6	-16	2	40	-30	3
CCc1cc(=O)oc2c(C)c(O)c(CN3CCCCC3)cc12	4.0	-2	5	7	7	2	26	-7	5
Cc1cc(S(=O)(=O)N2CCN(Cc3ccccc3)CC2)c(C)s1	-1.5	-4	1	4	-4	1	5	14	-4

As a working copy, some entries already given.
Molecule	S1P4 agonist	p97 ATPase inh	NPY-Y1 antag	PGE2 EP2 inh	NPY-Y2 PAM-ag	eIF4E-4G inh	EP2 modulator	NPY1 pot ag	S1P4 antagonist
CCc1cc(=O)oc2c(C)c(O)c(CN3CCCCC3)cc12	4.0	-2	5	7	7	2	26	-7	5
Cc1cc(S(=O)(=O)N2CCN(Cc3ccccc3)CC2)c(C)s1	-1.5	-4	1	4	-4	1	5	14	-4

(listing goes on)
Molecule	S1P4 agonist	p97 ATPase inh	NPY-Y1 antag	PGE2 EP2 inh	NPY-Y2 PAM-ag	eIF4E-4G inh	EP2 modulator	NPY1 pot ag	S1P4 antagonist
CCOc1ccc(-c2cc(C(=O)O)c3ccccc3n2)c(OCC)c1	0.1	-2	1	8	-14	2	23	-12	-19
CCCC1=C(C(=O)OCC)C(c2ccc(F)cc2)n2ncnc2N1 (stereo unspecified)	0.1	1	1	5	18	2[fluorescence artefact?]	12	2	-6
Cc1cc(C(=O)c2cccs2)c(N)s1	1.4	7	-6	7	19	-7	-9	-6	10
O=C(NCCCN1CCCC1=O)Nc1ccc(Cl)cc1	2.2	-2	2	7	5	/	/	-3	-9
CCOc1ccc(OCCCC(=O)O)cc1	0.3	3	10	12	-10	-4	21	-6	-5
CCOC(=O)CCSc1nc2c(c(C(F)(F)F)c1C#N)CCC2	1.7	-4	13	6	-3	1	14	-51	5
COc1cc(NS(=O)(=O)c2ccc(Nc3nc(-c4cccc([N+](=O)[O-])c4)cs3)cc2)nc(OC)n1	0.5	3	-10	45*	5	3	-67	7	6
Cc1ccc(NC(=S)NC(=O)/C=C/c2ccc(Cl)cc2)cc1	1.6	0	1	6	-3	4	17	-9	-19
COc1cccc(-c2nc(CSCC(=O)NCC3CCCO3)c(C)o2)c1 (stereo unspecified)	1.6	5	0	3	7	-6	-10	-16	-12
O=C(CCC(=O)c1ccc(F)cc1)Nc1cc(Cl)cc(Cl)c1	2.8	0	-2	-10	-25	0	-21	-5	22
CCN(CC)c1ccc(NC(=O)c2ccco2)c(C)c1	1.8	-1	2	5	12	8	-9	-12	-1
CC(C)CC1NC(=O)N(Cc2nc3ccccc3s2)C1=O (stereo unspecified)	1.5	4	/	8	1	0	-1	8	-10

Next part:
Molecule	S1P4 agonist	p97 ATPase inh	NPY-Y1 antag	PGE2 EP2 inh	NPY-Y2 PAM-ag	eIF4E-4G inh	EP2 modulator	NPY1 pot ag	S1P4 antagonist
CCOC(=O)C(Cc1ccccc1)NC(=O)Cn1nnc(-c2ccc(SC)cc2)n1 (stereo unspecified)	-0.6	-3	-6	7	-4	1	-7	13	-1
Cc1nc2ccc(C(=O)N3CCSCC3)cc2s1	-2.2	3	-6	8	3	-15	-15	2	-14
Cn1cc(/C=C2/SC(=O)N(c3ccccc3)C2=O)c2ccccc21	1.7	5	-2	/	-7	-24	7	22	-3
Cc1nc(SCc2cccc(Oc3ccccc3)c2)n[nH]1	0.2	4	23*	14	11	6	11	23	8
COc1cccc(C(C(=O)NC2CCCCC2)N(C(=O)c2ccccn2)c2cccnc2)c1 (stereo unspecified)	0.0	0	0	5	2	3	5	1	-19
CCOc1ccc(-n2c(N)c(C(=O)NCC3CCCO3)sc2=S)cc1 (stereo unspecified)	0.4	1	-3	11	-25	5	-18	-18	2
O=C(Cc1cccs1)N1CCC(c2nc3c(nnn3Cc3ccccc3)c(=O)[nH]2)CC1	0.6	5	0	5	0	1[fluorescence artefact?]	34	-10	2
Oc1[nH]c2ccccc2c1N=Nc1ccccc1F	-0.1	0	2	11	11	6	-2	-3	-1
CC(C)N1CCc2c(sc(NC(=O)CN3C(=O)c4ccccc4C3=O)c2C(N)=O)C1	0.7	3	-2	4	-3	-2	-15	-3	-14
CCCS(=O)(=O)N1CCC(C(=O)c2cccc(C(F)(F)F)c2)CC1	0.0	7	0	10	2	2	-22	2	-1
Cc1[nH]c2ccccc2c1/C=N/NS(=O)(=O)c1ccccc1	1.4	1	-3	7	23	1	-44	6	-11
CCn1cc([C@@H]2C[C@H]3CN(Cc4cccc(Cl)c4)C(=O)[C@]34CCCN24)c(C)n1	-0.5	5	5	0	3	2	18	4	-5

The list goes on.
Molecule	S1P4 agonist	p97 ATPase inh	NPY-Y1 antag	PGE2 EP2 inh	NPY-Y2 PAM-ag	eIF4E-4G inh	EP2 modulator	NPY1 pot ag	S1P4 antagonist
O=C(CSc1nc2ccccc2[nH]1)NCCN1CCCCC1	-0.9	6	-2	6	11	2	26	-3	-11
COc1cccc2c1OCC(CN1CCN(Cc3ccccc3)C(CCO)C1)=C2 (stereo unspecified)	0.7	-1	4	7	1	2	-36	-4	-20
C1CCCN(c2nc3nonc3nc2N2CCCCCC2)CC1	-0.5	1	12	4	-12	-4	5	1	8
Cc1cccc(Cn2ccc(NC(=O)c3ccc4c(c3)OCO4)n2)c1	0.8	-3	-3	6	-17	3	-26	-4	-16
COc1cc(/C=C(/C#N)c2nc3ccccc3c(=O)[nH]2)ccc1O	-0.4	4	-2	7	6	12	-6	5	-28
COc1cc(C(=O)N2CCCc3ccccc32)cc(OC)c1OC	-0.8	-5	-4	5	-23	-1	8	-8	-20
C/C(=N\NC(=O)CCCC(=O)O)c1c(-c2ccccc2)c2cc(Cl)ccc2[nH]c1=O	0.0	-6	/	4	3	0	12	-24	8
CC(C)(C)NC(=O)C1CCN(S(=O)(=O)c2ccc(Br)cc2)CC1	1.6	-6	1	7	-1	2	5	-13	-20
CCSC1(SCC)N=C(N)C2(C#N)C(c3ccccc3)NC3=C(CCC3)C12C#N (stereo unspecified)	-1.5	1	5	10	-6	-28	3	-19	-11
COc1cccc(NC(=O)COc2nc3ccccc3nc2C)c1	-2.1	8	0	10	4	3[fluorescence artefact?]	15	-7	-6
CCCN1C(=O)c2cc(C(=O)NC3CCCC3)ccc2C1O (stereo unspecified)	0.3	-9	4	13	6	7	-24	-4	-16
O=c1cc(NS(=O)(=O)c2ccccc2)nc(SCc2ccc(Cl)cc2)[nH]1	-0.4	-2	-4	9	-3	5[fluorescence artefact?]	12	0	-7

The listing continues:
Molecule	S1P4 agonist	p97 ATPase inh	NPY-Y1 antag	PGE2 EP2 inh	NPY-Y2 PAM-ag	eIF4E-4G inh	EP2 modulator	NPY1 pot ag	S1P4 antagonist
CCCCS(=O)CC(O)COCC (stereo unspecified)	0.0	8	-3	8	-6	-3[fluorescence artefact?]	-12	-9	27
NC(=O)C1=C[C@H](c2ccc(C(F)(F)F)cc2)C[C@H](OCc2ccc(CO)cc2)O1	2.3	-4	-7	3	-3	3	0	11	7
O=C(CCC(=O)N/N=C/c1ccccc1O)NCc1ccccc1	1.9	-3	-2	7	-4	1	9	-4	-7
CCC(C)(C)NC(=O)C(c1ccccc1)N(Cc1cccnc1)C(=O)c1csnn1 (stereo unspecified)	0.1	-4	-1	4	7	0	5	-20	-8
O=C1CC(=Nc2ccccc2)NN1c1ccccc1	-2.1	5	0	6	3	11	11	19	0
O=C(CCCc1cccs1)Nc1nc(-c2ccc(F)cc2)cs1	-0.4	-7	25*	1	-10	-29[fluorescence artefact?]	-18	-33	-14
CC1=C(C(=O)OCc2ccccc2)C(c2ccc(C#N)cc2)NC(=O)N1CCCC(=O)O (stereo unspecified)	1.8	8	4	7	9	6	22	2	-5
O=C(Cn1nnc(-c2ccccc2Cl)n1)N/N=C/c1ccc(-c2cccc(Cl)c2)o1	0.2	2	9	0	7	5	-49	2	0
